Assay outcomes from PubChem BioAssay.
STAT1 blocker: STAT1 signaling inhibition; NIH 3T3 STAT1-luciferase reporter, IFN-gamma, luminescence; inhibition, % at 5.5 µM; 200,000 compounds, 0.35% hits; AID 920;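 active means inhibition above a set limit, the mean inhibition across all tested compounds plus 3 SD, cut at about 34% in these data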;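 further: 0% = IFN-gamma with DMSO and 100% = IFN-gamma with 300 µM nifuroxazide; values of inactives mirror those of a sister screen read the other way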
RAM network inh: inhibitors of the yeast RAM network; S. cerevisiae dse1pr::URA3 reporter, 5-FOA growth OD615, 2 d; analog-sensitive cbk1-as2 kinase mutant strain; inhibition, % at 50 µM; 190,000 compounds, 1.8% hits;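 active means inhibition above a set limit, 3 SD over mean compound inhibition, cut at about 8.4% in these data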;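 further: 0% = DMSO-only wells with no growth and 100% = 10 µM 1-NA-PP1 full growth; inhibition rescues growth on 5-FOA so higher OD means more RAM inhibition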
TLR4 MyD88 comp: inhibitors of human TLR4-MyD88 binding; AID 861; inhibition, % at 8.4 µM; HeLa CL3-4 TLR4/MyD88 BLA complementation, FRET ratio; 200,000 compounds, 0.18% hits; in the data active means inhibition above about 25%;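 further: 0% = vehicle and 100% = reference inhibitor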
S1P3 antag: S1P3 (human) receptor antagonism; Q99500; CHO S1P3 NFAT-BLA reporter, FRET fluorescence, antagonist mode; inhibition, % at 4.98 µM; 170,000 compounds, 0.27% hits;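 active means inhibition above the plate cutoff, the mean inhibition of test wells on that plate plus 3 SD, cut at about 28% in these data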;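 further: cells challenged with S1P at its EC80 of 0.8 µM; blue over green emission ratio from cleaved BLA substrate after 4 h stimulation; 0% = S1P-stimulated wells and 100% = unstimulated DMSO-only wells; some compounds past the cut are filed as inactive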
Target sequence (Q99500 whole entry, looked up): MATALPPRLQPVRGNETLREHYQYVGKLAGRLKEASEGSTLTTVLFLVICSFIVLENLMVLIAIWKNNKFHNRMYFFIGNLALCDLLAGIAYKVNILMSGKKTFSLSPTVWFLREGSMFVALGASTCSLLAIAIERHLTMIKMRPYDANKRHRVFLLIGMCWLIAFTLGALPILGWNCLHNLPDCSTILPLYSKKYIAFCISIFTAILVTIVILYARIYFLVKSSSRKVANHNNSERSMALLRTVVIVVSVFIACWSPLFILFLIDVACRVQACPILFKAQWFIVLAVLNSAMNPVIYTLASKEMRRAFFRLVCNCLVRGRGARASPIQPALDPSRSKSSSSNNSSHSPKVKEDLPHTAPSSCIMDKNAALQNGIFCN
SRC2 TRFRET art: TR-FRET artefact, counter-screen to PPARgamma/SRC-2 agonist assay | 200,000 compounds, 0.4% hits | AID 1049 | stronger effect = higher value | TR-FRET ratio at 8 µM; in the data active means TR-FRET ratio above about 2000; further: inactives centre near 1500
PPARg SRC-2 ag: agonists of SRC-2 recruitment by human PPARgamma; activation, % at 8 µM; 200,000 compounds, 0.34% hits; PPARgamma LBD-SRC-2 recruitment, biochemical; in the data active means activation above about 22%;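 further: 0% = vehicle and 100% = reference agonist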
STAT3 inh: reduces IL-6 driven STAT3 reporter signal. U3A cells, IL-6 STAT3-luciferase reporter, luminescence; host cell line lacks STAT1. inhibition, % at 5.5 µM. 190,000 compounds, 0.89% hits. AID 862;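 active means inhibition above the mean inhibition across all screened compounds plus 3 SD, cut at about 44% in these data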;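 further: 0% = DMSO only wells and 100% = 100 µM nifuroxazide control wells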
PPARg SRC3 recr: promotes SRC-3 coactivator recruitment by human PPARgamma; biochemical PPARgamma/SRC-3 coactivator recruitment assay; 200,000 compounds, 0.26% hits; activation, % at 8 µM; AID 731; in the data active means activation above about 23%;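 further: 0% = DMSO and 100% = reference agonist; some compounds past the cut are filed as inactive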
STAT3 activator: activators of IL-6 induced STAT3 signaling. 190,000 compounds, 0.91% hits. U3A cells, IL-6 STAT3-luciferase reporter, luminescence; 100% = signal with IL-6 EC80 alone. AID 871. activation (% of control), % at 5.6 µM;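 active means activation above the screen-wide mean of compound activation plus 3 SD, cut at about 130% in these data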;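 further: 0% = background luminescence of wells with medium and substrate only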
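Assay system – human STAT1-deficient U3A cells with stable STAT3-luciferase reporter · Also added – IL-6 (33 ng/mL) · Schedule – compound 1 h, then IL-6 6 h at 37 °C · Technique – reporter luminescence signal · Evaluation – % activation versus median of IL-6-stimulated wells · Benchmarks – IL-6-only wells as 100% reference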
ROMK primary: modulators of human ROMK potassium channel; P48048; Tet-inducible ROMK, thallium flux fluorescence; actives lie on both sides; B-score at 10 µM; 130,000 compounds, 2% hits; AID 1918;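 active means signal ratio slope over the read window, or its plate-corrected B-score, at least 3 SD from the plate mean, either direction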;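 further: B-score of the F/F0 ratio slope over 7 to 12 s after thallium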
Target sequence (P48048 whole entry, looked up): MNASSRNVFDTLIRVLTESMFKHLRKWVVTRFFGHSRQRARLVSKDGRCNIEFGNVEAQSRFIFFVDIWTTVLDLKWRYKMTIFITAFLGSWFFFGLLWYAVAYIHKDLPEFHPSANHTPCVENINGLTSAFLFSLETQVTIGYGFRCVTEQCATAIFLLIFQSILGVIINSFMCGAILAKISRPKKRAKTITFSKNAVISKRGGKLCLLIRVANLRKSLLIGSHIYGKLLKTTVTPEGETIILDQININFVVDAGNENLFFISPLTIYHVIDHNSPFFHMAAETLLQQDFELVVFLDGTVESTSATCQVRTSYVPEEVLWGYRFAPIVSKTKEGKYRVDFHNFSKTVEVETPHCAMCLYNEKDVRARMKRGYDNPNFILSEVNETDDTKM
PPARg SRC-1 ag: agonists of human PPARgamma SRC-1 coactivator recruitment; P37231; PPARgamma-SRC-1 coactivator recruitment biochemical assay; activation, % at 8 µM; 200,000 compounds, 0.41% hits; in the data active means activation above about 19%;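 further: 0% = DMSO and 100% = reference agonist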
An asterisk follows results filed as active; x = no result given.

SMILES	STAT1 blocker	RAM network inh	TLR4 MyD88 comp	S1P3 antag	SRC2 TRFRET art	PPARg SRC-2 ag	STAT3 inh	PPARg SRC3 recr	STAT3 activator	ROMK primary	PPARg SRC-1 ag
COc1ccc(-c2[nH]c(-c3ccc(SC)cc3)nc2SCC(=O)Nc2nccs2)cc1	-1.5	3.4	-5.2	-11.4	1463	-6.0	-16.0	1.9	113.5	0.411	-3.3
Nc1nnc(SCC(=O)c2ccco2)s1	1.6	2.6	19.7	x	1574	1.1	-1.8	-10.9	105.3	x	-4.3
CC(C)CNC(=S)N1CCC(c2nc(-c3ccc(F)cc3)no2)CC1	9.9	2.8	-4.2	2.6	1601	0.9	20.8	5.7	84.7	-0.0379	-0.9
CCOC(=O)C1(CCCc2ccccc2)CCN(C(=O)c2cncs2)CC1	-1.3	0.8	-11.4	-18.0	1662	2.6	6.9	3.4	104.3	-0.984	-6.9
COc1ccc(/C=N/N=C/c2c[nH]c(=O)c(C#N)c2Nc2ccccc2)cc1	-6.8	0.7	1.2	10.8	1312	-3.2	-0.6	0.9	105.5	x	1.0
CN(c1ccccc1)S(=O)(=O)c1ccc(Cl)c(C(=O)OCC(N)=O)c1	8.9	0.5	-2.5	-15.6	1717	16.0	-7.0	4.9	106.2	-0.0585	6.6
CC(C)(C)CC(C)(C)NCC(=O)Nc1c2c(nc3ccccc13)CCC2	8.0	-0.4	-21.2	-7.9	1863	3.7	14.4	1.2	92.1	-0.532	6.8
Cc1ccc(-c2ccc(=O)n(CCC(=O)NCc3ccccn3)n2)cc1	0.4	2.1	-2.2	-33.9	1528	0.4	-4.8	4.8	107.2	x	-0.4
CC(=O)Nc1cnc(NC(=O)c2cccc(F)c2)cc1C	-29.2	0.7	2.1	x	1512	10.9	-5.0	6.8	108.0	2.29	2.8
COc1cc(NC(=O)C2CCN(S(=O)(=O)c3cccnc3)CC2)cc(OC)c1OC	8.0	0.8	0.0	x	1575	5.8	5.7	-1.6	95.3	0.593	-0.3
O=C(Nc1cccc(F)c1)c1ccc(Br)o1	-3.6	-0.8	-1.8	-17.1	1383	6.2	6.4	-0.7	92.2	0.0151	-0.6
O=C(c1ccccc1NS(=O)(=O)c1ccc2c(c1)OCCO2)N1CCOCC1	8.4	1.0	-11.8	x	1653	-4.2	7.8	7.6	96.6	x	2.7
Cc1cc([N+](=O)[O-])ccc1NC(=O)CSc1nccc(=O)[nH]1	-0.1	2.5	-14.1	-23.9	1646	-1.6	16.0	3.7	93.5	0.669	-2.3
COc1cccc(C(=O)CSc2nnc(CNc3nc(-c4ccccc4)cs3)n2C)c1	4.2	4.9	-7.8	-22.5	1648	11.6	7.3	15.6	96.0	-0.976	-2.8
CCCCCCCCS(=O)c1sc2nc3c(cc2c1N)CCCC3 (stereo unspecified)	5.0	7.4	-9.1	x	1658	12.3	-6.5	0.1	105.3	x	10.3
CC(C)(C)C1CCC(=NNC(=O)c2ccc(Br)o2)CC1 (stereo unspecified)	-23.6	2.1	3.3	-29.3	1619	-0.8	-18.7	-0.4	116.7	0.462	5.1
CCN(CC)c1ccc(NC(=O)c2c(OC)cccc2OC)c(C)c1	2.6	-0.2	8.2	4.9	1740	8.3	6.0	3.9	96.8	0.162	5.9
COc1cccc(C2CC(c3c(F)cccc3Cl)n3nc(N)nc3N2)c1 (stereo unspecified)	2.2	0.1	-5.7	-30.4	1489	3.6	-4.4	6.2	106.0	1.28	7.6
O=C(CCCc1ccccc1)Nc1cccc2c1CCCC2	-3.6	2.4	-9.1	x	1471	4.5	8.5	-11.7	97.5	-0.604	-2.3
Cc1ccc2nc(CSc3nc(C)ccc3C#N)[nH]c2c1	-42.5	-2.0	10.8	x	1482	-1.9	-2.6	0.1	107.5	0.552	-5.6
COc1ccc(C(=O)Nn2c(SCC(=O)c3ccc(Cl)cc3)nc3ccccc3c2=O)cc1	16.0	5.8	5.2	x	2000*	5.5	25.9	7.0	81.9	x	-1.4
CC(Oc1ccc(Cl)cc1)c1ccn[nH]1 (stereo unspecified)	4.7	0.2	-6.1	-10.3	1487	-8.6	5.6	-3.6	104.7	-0.656	3.5
CC1CCN(CCCNC(=O)c2cc3c(=O)n(C)c4ccccc4c3n2C)CC1	1.5	0.9	-0.9	-15.0	1674	5.7	-2.6	1.9	109.7	x	2.9
Cc1nnc(Nc2ccc(C(=O)O)cc2)[nH]c1=O	-1.1	3.0	-12.4	11.8	1669	-2.0	9.7	3.8	96.3	0.311	0.8
CC(C)(C)NCC(O)c1cc(O)cc(O)c1 (stereo unspecified)	-4.3	1.0	-9.4	3.6	1588	-0.3	1.1	-2.8	101.1	x	2.2
O=C(N/N=C/c1ccc(OC(=O)c2cccs2)cc1)c1ccc(F)cc1	-16.5	2.4	-7.6	x	1472	6.2	1.1	-1.5	105.5	0.526	-1.1
O=C(CSc1nnc(Cc2ccccc2)o1)N1CCc2ccccc21	-2.1	6.8	-3.9	-16.4	1502	-0.1	12.0	3.0	91.7	0.319	3.6
CN(C)/C=N/S(=O)(=O)c1ccc(Cl)cc1	-1.2	0.1	3.9	-15.5	1577	-1.4	-1.6	2.3	102.6	-0.0537	-2.1
C=CCSc1nc2[nH]ncc2c(=O)[nH]1	-8.4	1.1	-5.4	1.0	1649	4.6	-0.4	0.7	101.9	0.129	12.1
O=C(Nc1nc2ccccc2s1)C1CC(=O)N(c2ccc(F)cc2)C1 (stereo unspecified)	-3.2	1.0	-0.1	x	1511	0.7	-20.8	0.5	117.2	-2.17	-0.7
O=C(CSc1nnc(-c2ccccn2)n1Cc1ccco1)c1ccc(Cl)cc1	-0.9	2.1	-0.3	x	1412	-4.3	14.4	-8.6	94.0	-0.228	-5.2
CCOC(=O)c1ccc(NC(=O)CSCc2ccco2)cc1	-5.7	1.0	-2.1	-21.1	1670	-2.2	5.3	2.0	100.5	x	-0.9
N#Cc1c(-c2ccccc2)c(-c2ccccc2)nn(CC(=O)NNC(=O)Nc2ccc(Cl)c(Cl)c2)c1=O	-1.4	1.6	13.8	x	1617	9.1	17.8	4.6	89.4	0.112	2.6
O=C(NCc1cn(-c2ccccc2)nc1-c1ccccc1)c1cc([N+](=O)[O-])cc([N+](=O)[O-])c1	-2.8	1.9	-2.1	x	1523	1.3	1.4	9.1	100.0	x	6.7
O=C(O)CCC(=O)N1CCN(c2ccc(C(=O)c3ccc(F)cc3)cc2)CC1	2.1	-0.3	-8.3	-29.1	1328	1.2	-4.4	-3.6	105.8	x	-3.2
Cc1nn2c(N)c(C#N)cnc2c1-c1ccc(Cl)cc1	-3.4	5.1	-10.5	x	1378	4.5	-4.3	-4.7	102.2	-0.553	16.3
COc1ccc(OC)c(S(=O)(=O)NCC2CCCO2)c1 (stereo unspecified)	8.9	1.3	16.3	-37.2	1691	13.0	-8.0	3.3	110.9	-0.0162	1.4
COC(=O)C1C(O)=C(C=NCc2ccccc2)C(=O)CC1(C)C (stereo unspecified)	-6.2	0.0	-3.0	x	1596	-1.1	2.0	-4.0	102.2	x	-2.5
CCN(CC)S(=O)(=O)c1cccc(-c2nnc(SCC(=O)c3ccc(Cl)s3)n2C)c1	9.4	1.9	9.1	-16.8	1453	3.2	6.4	-4.0	97.8	-0.831	9.1
CCOC(=O)c1c(N=CN(C)C)c(C#N)n2c1CCC2	0.0	1.3	-10.3	-14.3	1505	-9.6	10.4	2.8	95.7	x	-4.8
O=C(/C=C/c1ccc(Cl)cc1)N1CCN(c2c(Cl)cccc2[N+](=O)[O-])CC1	-1.2	4.7	13.7	-51.6	1647	6.4	9.4	1.8	93.2	0.794	6.0
CCCC(C)C(=O)Nc1cc([N+](=O)[O-])ccc1Cl (stereo unspecified)	6.4	0.0	1.5	-16.4	1615	1.1	17.8	3.1	88.9	1.01	0.1
Nc1cnn(Cc2ccc(F)cc2)c1	-8.8	-0.1	16.0	-3.6	1860	7.0	-4.7	0.9	107.2	2.08	-1.1
CCc1ccc(OCC(=O)Nc2ncn[nH]2)cc1	-24.7	-0.2	6.1	-10.3	1703	-2.4	23.7	1.6	83.0	x	2.4
CSc1nncc(/C(C)=N\Nc2cccc(C)c2)n1	-2.0	1.3	-9.2	x	1566	2.9	21.5	5.2	86.4	0.458	2.1
CCP(=O)(CC)c1cccc(N)c1	-1.6	-0.6	-7.0	-20.0	1396	0.8	-1.9	-1.9	104.9	x	-6.1
COc1ccc(-c2nc(N3CCCCCC3)sc2C(=O)c2ccccc2)cc1	2.8	7.2	2.1	x	2098*	15.9	-3.6	13.5	108.6	x	12.5
Cc1ccc(S(=O)(=O)NCC(=O)OCC(=O)Nc2cccc(S(=O)(=O)NC3=NCCCCC3)c2)cc1	4.8	3.5	16.1	-11.7	1526	0.6	5.9	-3.5	96.4	-0.0806	2.1
COC(=O)c1c(NC(=O)CC2NCCNC2=O)sc2c1CCCC2 (stereo unspecified)	-7.9	0.3	-15.0	-0.1	1329	-7.7	-3.3	-3.0	104.9	x	-1.7
Cc1cccc(-c2nc3ccccc3c(=O)n2NC(=O)c2ccc([N+](=O)[O-])c(C)c2)c1	-3.3	4.5	-5.0	2.4	1464	4.0	9.9	1.0	93.6	x	-3.6
Cc1onc(-c2c(F)cccc2Cl)c1C(=O)OCC(=O)NCc1ccco1	1.3	4.2	-0.7	8.9	1565	-5.8	4.6	8.8	98.5	-0.119	6.4
Cc1ccc(S(=O)(=O)N(C)c2c(C)ccc(S(=O)(=O)N3CCN(C)CC3)c2C)cc1	0.5	2.1	-0.9	-7.4	1409	1.7	10.0	0.5	98.5	-0.0931	1.3

Shown bar-delimited: 5 of the compounds above.
Structure | STAT1 blocker | RAM network inh | TLR4 MyD88 comp | S1P3 antag | SRC2 TRFRET art | PPARg SRC-2 ag | STAT3 inh | PPARg SRC3 recr | STAT3 activator | ROMK primary | PPARg SRC-1 ag
COc1ccc(/C=N/N=C/c2c[nH]c(=O)c(C#N)c2Nc2ccccc2)cc1 | -6.8 | 0.7 | 1.2 | 10.8 | 1312 | -3.2 | -0.6 | 0.9 | 105.5 | x | 1.0
COc1ccc(-c2nc(N3CCCCCC3)sc2C(=O)c2ccccc2)cc1 | 2.8 | 7.2 | 2.1 | x | 2098* | 15.9 | -3.6 | 13.5 | 108.6 | x | 12.5
Cc1cccc(-c2nc3ccccc3c(=O)n2NC(=O)c2ccc([N+](=O)[O-])c(C)c2)c1 | -3.3 | 4.5 | -5.0 | 2.4 | 1464 | 4.0 | 9.9 | 1.0 | 93.6 | x | -3.6
CC1CCN(CCCNC(=O)c2cc3c(=O)n(C)c4ccccc4c3n2C)CC1 | 1.5 | 0.9 | -0.9 | -15.0 | 1674 | 5.7 | -2.6 | 1.9 | 109.7 | x | 2.9
Cc1nnc(Nc2ccc(C(=O)O)cc2)[nH]c1=O | -1.1 | 3.0 | -12.4 | 11.8 | 1669 | -2.0 | 9.7 | 3.8 | 96.3 | 0.311 | 0.8
